TEAD-YAP inh = TEAD-YAP interaction inhibition; HEK-TIYL cells, TEAD-Gal4/YAP UAS-luciferase luminescence; inhibition, % at 9.12 µM; 640,000 tested, 1.4% active; AID 1259422; in the data active means inhibition above about 32%;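 further: 0% = median of test compound wells and 100% = reference inhibitor wells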
MITF primary = human MITF inhibition, primary screen; AlphaScreen MITF homodimerization, bead proximity signal; inhibition, % at 2.6 µM; 650,000 tested, 0.91% active; AID 1259374; in the data active means inhibition above about 50%;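 further: 0% = vehicle wells with protein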
Target sequence (O75030 whole entry, looked up): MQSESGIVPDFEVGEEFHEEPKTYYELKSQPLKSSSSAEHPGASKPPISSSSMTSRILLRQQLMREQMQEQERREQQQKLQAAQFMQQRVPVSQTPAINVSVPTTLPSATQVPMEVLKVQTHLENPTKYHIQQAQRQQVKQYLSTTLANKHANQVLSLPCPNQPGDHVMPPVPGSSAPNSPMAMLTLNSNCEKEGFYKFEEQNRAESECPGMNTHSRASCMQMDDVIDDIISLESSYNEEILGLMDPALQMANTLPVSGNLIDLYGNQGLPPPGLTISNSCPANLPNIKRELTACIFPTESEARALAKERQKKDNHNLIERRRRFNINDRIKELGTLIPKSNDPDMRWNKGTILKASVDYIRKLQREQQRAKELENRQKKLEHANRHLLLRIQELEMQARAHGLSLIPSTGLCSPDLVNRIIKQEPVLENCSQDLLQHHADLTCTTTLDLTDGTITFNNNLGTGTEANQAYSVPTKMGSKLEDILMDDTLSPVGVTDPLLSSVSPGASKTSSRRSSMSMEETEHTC
GPR151 activ = human GPR151 activation. PathHunter beta-arrestin GPR151 cells, luminescence. activation, % at 11.2 µM. 650,000 tested, 1% active; in the data active means activation above about 4.9%;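 further: 0% = median of compound wells and 100% = cells with positive control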
Target sequence (Q8TDV0 whole entry, looked up): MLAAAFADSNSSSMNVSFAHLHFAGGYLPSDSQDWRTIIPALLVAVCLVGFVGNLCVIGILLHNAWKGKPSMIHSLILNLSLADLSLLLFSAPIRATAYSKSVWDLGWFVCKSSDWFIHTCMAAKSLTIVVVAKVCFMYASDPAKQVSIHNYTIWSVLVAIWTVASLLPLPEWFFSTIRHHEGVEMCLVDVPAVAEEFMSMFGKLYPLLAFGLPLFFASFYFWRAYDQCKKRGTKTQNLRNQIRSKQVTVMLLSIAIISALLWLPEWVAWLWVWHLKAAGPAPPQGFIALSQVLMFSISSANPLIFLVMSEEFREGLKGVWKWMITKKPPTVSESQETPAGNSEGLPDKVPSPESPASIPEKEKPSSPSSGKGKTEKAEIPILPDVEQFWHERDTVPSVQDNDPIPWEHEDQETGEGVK
FBW7 act = activators of human E3 ligase FBW7; Q969H0; AlphaScreen FBW7–phospho-cyclin E peptide binding, activator screen; normalized activity (activation), % at 26.1 µM; 650,000 tested, 0.13% active; AID 1259310; in the data active means normalized activity above about 1.9%;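 further: purified mutant Fbw7 with reduced substrate affinity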
An asterisk follows results filed as active.

SMILES	TEAD-YAP inh	MITF primary	GPR151 activ	FBW7 act
O=c1c(-c2ccccc2)coc2c(CN3CCCCCC3)c(O)ccc12	7.7	10.0	2.1	0.2
Cc1nnc(SCC(=O)N=C2NC(=O)CS2)s1	8.0	-1.2	-0.2	0.0
O=C(NCc1cccnc1)C(=O)N/N=C/c1ccccc1C(F)(F)F	-11.9	-5.1	1.8	-0.2
COCCCN1C(=O)/C(=C\c2ccc(Cl)c(Cl)c2)C(C(=O)OC)=C1C	0.8	-11.7	-0.6	-0.3
CCC(C)NC(=O)CSc1nc2ccc(Br)cc2c2nc3ccccc3n12 (stereo not given)	1.4	3.8	-1.0	-0.1
CC(C)c1ccc(NC(=O)Cn2cc3c(n2)CCCC3)cc1	3.1	5.9	0.1	-0.3
Cc1cccc(N2C(=O)CN(Cc3cccs3)C2=S)c1	15.0	8.8	1.3	0.1
O=C(c1ncoc1-c1ccccc1F)N1CCN(C2CCCCC2)CC1	-5.9	10.4	2.0	0.0
CCOC(=O)N1CCN(S(=O)(=O)c2ccc3ccccc3c2)CC1	1.2	0.0	-0.2	0.0
O=C(NCC1CCCN(C(=O)c2cccnc2)C1)c1ccc(-c2ccccc2)cc1 (stereo not given)	-2.3	1.9	-0.4	-0.1
O=C1CC(NC2CCCCCCC2)C(=O)N1c1ccccc1 (stereo not given)	1.1	4.6	0.6	-0.1
COCCNC(=O)/C(C#N)=C/c1ccc(SC)cc1	12.0	13.2	2.6	0.1
COc1ccc(OC)c(C2=NOC(C(=O)NC(C)(C)C)C2)c1 (stereo not given)	3.0	5.5	-0.3	0.5
CCCNC(=O)C/C(C)=N/NC(=O)c1ccc(OC)c(OC)c1	33.6*	-11.3	-0.5	0.1
CN1CCN(CC(O)COCCOc2ccc(Cl)cc2)CC1 (stereo not given)	0.1	-8.5	0.5	0.3
CCCN1Cc2cccc(C(=O)Nc3ccc(OC)cc3OC)c2C1=O	-2.4	11.8	1.0	-0.1
CCCCn1c(CNC(=O)COc2ccc(Cl)cc2)nnc1SCC(=O)Nc1sc2c(c1C(=O)OCC)CCCCC2	0.2	3.9	1.0	0.1
COc1cccc(CNCC(=O)Nc2ccc(N3CCCCCC3)cc2)c1	2.2	53.3*	-0.9	-0.3
COc1ccc(-c2ccc(/C=C3\C(=O)N(c4cccc(Cl)c4)N=C3C)o2)cc1[N+](=O)[O-]	9.8	5.5	-1.1	-0.2
N#C/C(=C\c1ccc2c(c1)OCO2)C(=O)OCC(=O)N1CCN(C(=O)c2ccco2)CC1	5.1	-12.3	-0.7	-0.3
CCOc1ccccc1NC(=O)C1SC(=Nc2ccccc2OC)C(C(N)=O)=C1N (stereo not given)	18.6	0.9	-1.9	0.0
O=C(Nc1cccc(N2CCC(NCc3ccco3)CC2)c1)c1ccncc1	-1.7	0.8	-0.1	0.0
O=C(Nc1cnccn1)c1cccc(C(F)(F)F)c1	-1.4	22.1	-0.2	0.5
O=C(N/N=C/c1ccccc1O)C(=O)Nc1cccc(C(=O)O)c1	4.5	37.5	-0.4	0.3
COC(=O)N/N=C/c1ccc(-c2ccc(C(=O)OC)cc2)o1	0.9	1.7	-0.2	0.1
(listing goes on)
SMILES	TEAD-YAP inh	MITF primary	GPR151 activ	FBW7 act
COc1cccc(-c2ccccc2NC(=O)C2CCN(Cc3cnc(SC)nc3)CC2)c1	-1.9	8.0	1.3	0.3
O=C(CNC(=O)c1ccccc1)N/N=C/c1ccc([N+](=O)[O-])o1	3.3	-0.7	-0.5	-0.1
c1ccc(Cc2nc(-c3cccnc3)no2)cc1	-0.4	9.3	-0.7	0.1
COc1cc(C(=O)NNC(=O)CC23CC4CC(CC(C4)C2)C3)cc(OC)c1OC	4.8	0.8	2.0	-0.1
O=C(NC(=S)Nc1ccc(-c2nc3ccccc3o2)cc1)c1ccc(C(=O)c2ccccc2)cc1	11.6	-3.4	-0.8	-0.1
O=Cc1ccccc1OCC(=O)NCCc1ccccc1	-4.8	6.3	-0.5	-0.1
COc1ccc(NC(=O)O/N=C(\c2ccccc2)c2ccccn2)cc1	-19.8	8.8	0.4	-0.8
CN(C)CCNC(=O)c1ccc(Cl)cc1[N+](=O)[O-]	-1.1	12.2	3.4	0.2
N#Cc1c(-c2ccccc2)cc(-c2ccccc2)nc1SC1CCCCC1O (stereo not given)	8.9	7.5	-0.7	0.0
CCN(CC)CCN(C)C(=O)Nc1ccc(NC(=O)N(C)CCN(CC)CC)cc1	-4.6	2.5	1.3	-0.1
O=C(CSC1CC(=O)N(c2ccc(Cl)cc2)C1=O)Nc1cccc(Cl)c1 (stereo not given)	7.2	12.5	-0.8	0.1
O=C(Cn1ccnc1)c1ccc(F)cc1	4.4	3.9	-0.9	-0.1
CC(=O)Nc1cccc(NC(=O)CSc2ccc(-c3ccncc3)nn2)c1	9.3	23.0	1.3	0.2
CN1C(=O)/C(=C(/C#N)C(=O)N2CCCC2)c2ccccc21	3.0	12.0	2.3	0.1
CCOC(=O)C1=C(C)Nc2ncnn2C1c1cc(Br)ccc1F (stereo not given)	-3.1	-12.5	-0.4	0.1
O=C(NCCCN1CCCC1=O)c1ccc2c(c1)NC(=O)C(N1CCOCC1)S2 (stereo not given)	-9.2	0.1	0.2	-0.2
COc1ccc(OC)c(S(=O)(=O)N2CCN(c3ccc(Cl)cc3)CC2)c1	-11.2	-21.3	-1.1	0.1
CCOC(=O)C(C#N)C(Cc1ccccc1)C1CCOC(C)(C)C1 (stereo not given)	-1.3	9.3	-0.5	0.1
COc1ccc(CCNc2cc(N3CCN(Cc4ccc5c(c4)OCO5)CC3)ncn2)cc1	7.5	-5.2	-1.1	-0.1
CCc1ccc(C(=O)CC(Nc2ccc([N+](=O)[O-])cc2)c2ccc(Br)cc2)cc1 (stereo not given)	14.0	3.2	0.7	0.1
Cc1cccc(-c2nnc(SCC(=O)Nc3cc(C)on3)n2C)c1	8.4	12.0	-1.5	0.0
CCC(CO)NC(=O)C(=O)Nc1cccc(Cl)c1Cl (stereo not given)	-7.1	18.6	0.5	0.2
CCOP(=O)(OCC)C(NC(=O)Nc1ccc(Cl)cc1)C(N)=O (stereo not given)	-7.4	-5.9	-0.9	0.2
Cc1ccccc1-n1c(=S)sc2c(=O)n(-c3ccc(F)cc3)c(SCC(=O)Nc3nccs3)nc21	-8.3	13.3	0.2	0.2
O=C(NC1CCCCC1)c1ccc(Cn2c(=S)[nH]c3cc4c(cc3c2=O)OCO4)cc1	-6.9	-5.8	-0.4	-0.1
The results go on:
SMILES	TEAD-YAP inh	MITF primary	GPR151 activ	FBW7 act
COc1ccc(NC(=O)Cn2nnc(-c3ccccc3Cl)n2)cc1Cl	-9.5	6.2	0.2	-0.1
COC(=O)c1ccc2c(=O)n(CCSCc3ccccc3)c(=S)[nH]c2c1	-3.2	4.1	-0.5	0.0
CSc1ccc(CN(CCO)CCO)cc1	3.1	2.2	0.7	-0.1
COc1ccc(-c2csc(N(CCCN(C)C)C(=O)C3CC3)n2)cc1	-2.1	4.9	-0.6	0.1
CCOc1cc2[nH]c(=O)n(CCc3ccc(OC)c(OC)c3)c(=O)c2cc1OCC	14.8	8.3	0.1	0.2
Cc1ccc(C2(C)NC(=O)N(CC(=O)Nc3ccc4[nH]c(=O)[nH]c4c3)C2=O)cc1 (stereo not given)	1.0	-3.6	-0.2	-0.2
O=C(NCC1Cc2cc(F)cc(-c3cccnc3)c2O1)c1ccccc1-n1cccn1 (stereo not given)	-3.2	7.5	0.8	0.0
O=C(NCC(F)(F)F)c1c(C(F)(F)F)nc2ccccn12	5.4	4.8	-0.1	-0.2
CCOc1ccc(CN2CCN(Cc3nc4c(s3)CCCC4)CC2CCO)cc1 (stereo not given)	-7.1	9.9	-0.6	0.0
CC(=O)Nc1ccccc1C(=O)C(=O)Nc1cccc(C(=O)N2CCC(C)CC2)c1	2.9	2.7	0.8	0.3
Cc1ccccc1CNCc1c(C(=O)O)c(C)n(Cc2ccccc2)c1C	0.8	10.2	0.3	-0.3
Cc1cnc(Nc2ccncn2)nc1NCCCN1CCCC1=O	-7.1	5.9	3.3	-0.1
COC(=O)CSc1nc(N2CCCCC2)c2c(c1C#N)CCCC2	-0.3	-2.9	-0.3	-0.2
CC(=O)c1ccc(NC(=O)CSc2nnc(-c3ccoc3C)n2Cc2ccco2)cc1	-48.8	9.3	-1.1	0.0
COc1cccc(NC2=NC3(CCCCC3)N=C(N)N2)c1	2.3	-5.2	0.0	-0.2
CC1CN(c2ccccc2)c2nc3c(c(=O)n(CC(N)=O)c(=O)n3C)n2C1 (stereo not given)	-1.2	-3.8	-1.4	-0.2
Cc1ccc(N(C)S(=O)(=O)c2ccc3[nH]c(=O)ccc3c2)cc1	-6.1	8.6	0.9	0.0
Cc1cc2nc(Cc3cccc([N+](=O)[O-])c3)c(=O)[nH]c2cc1C	8.5	4.9	-0.4	0.2
CCOC(=O)c1csc(NC(=O)c2cc(OC)cc(OC)c2)n1	-13.4	-12.2	1.3	-0.1
O=C1C(=Nc2cccnc2)c2ccccc2N1Cc1ccccc1	11.7	11.4	-0.8	-0.1
COc1ccc(Cl)cc1C(=O)NCC(c1ccco1)N1CCc2ccccc2C1 (stereo not given)	-3.3	7.0	2.4	-0.2
CCOC(=O)Nc1ccc2c(c1)N(C(=O)CCN1CCN(CCO)CC1)c1ccccc1S2	8.0	15.0	-0.6	0.3
CC(=O)C1=C(c2ccc(Cl)c(Cl)c2)N(C(C)=O)n2cnnc2S1	31.6	-4.3	-1.8	0.1
O=C(Nc1cc(C(F)(F)F)ccc1Cl)c1ccc(Br)cc1	16.2	3.9	-1.0	0.3
CCNC(=O)c1ccc(CSc2ccc(C)cc2)cc1	-9.9	12.9	0.5	0.0
The results go on:
SMILES	TEAD-YAP inh	MITF primary	GPR151 activ	FBW7 act
Cc1ccc(C)c(NC(=O)CC(C(=O)O)N2CCNCC2)c1 (stereo not given)	8.1	-6.2	-0.1	0.0
CCN(CC)c1ccc(NC(=O)CSc2nnnn2C)cc1C	-5.5	5.4	-0.8	0.2
CN1CCC(Oc2cc(-c3cn[nH]c3)ccc2NC(=O)[C@](C)(O)c2ccc(Br)cc2)CC1	-2.0	9.1	0.7	-0.3
CCOc1ccc(NC(=O)NNC(=O)c2csc(C)c2CC)cc1	-1.2	11.0	-1.6	-0.1
O=C(NN=C1CCCC1)C(=O)Nc1ccc(F)cc1	-1.4	10.8	-0.4	0.1
CC(C)CNc1nccn2c(-c3cccc(C(N)=O)c3)cnc12	-33.6	14.8	-1.6	0.4
CC(C)C(=O)Nc1cccc(S(=O)(=O)c2cccc(NC(=O)C(C)C)c2)c1	-4.2	14.7	1.1	0.1
O=C(O)C1(c2ccc3c(c2)OCCO3)CCCC1	8.7	12.4	1.0	0.0
CC1(C2CCN(CC3CC=CCC3)CC2)NC(=O)NC1=O (stereo not given)	0.6	12.5	-1.1	0.0
CCOC(=O)c1sc(NC(=O)C(C)Sc2nnc(CNC(=O)c3ccco3)n2-c2cccc(Cl)c2)c(C(=O)OCC)c1C (stereo not given)	-4.5	-5.5	0.5	-0.2
COc1ccccc1CC(=O)N1CCC2(CC1)OCc1cc(Cl)ccc1O2	3.9	-4.2	1.1	0.4
CCCn1c(=O)[nH]c2c(C(N)=O)nc(-c3cccnc3)nc21	-1.4	-5.7	-0.1	0.0
Cc1cccc(Oc2c(C(F)(F)F)oc3c(CN4CCC(C)CC4)c(O)ccc3c2=O)c1	1.9	-11.0	0.3	-0.1
CCc1ccc(-n2c(=S)sc3c(=O)n(-c4ccc(C)cc4)c(SCC(=O)Nc4ccc(C)cc4)nc32)cc1	-1.3	-6.2	0.6	-0.1
COc1ccc(C(=O)Nc2ccc(S(=O)(=O)NC3CCCCC3)cc2)cc1[N+](=O)[O-]	10.9	1.1	0.7	-0.2
O=C(NCc1nc(-c2cccnc2)n[nH]1)c1ccccn1	-5.8	-12.0	-0.1	-0.4
COC(=O)CNC(=O)C1CCN(c2ncccn2)CC1	-9.6	20.1	0.8	1.0
Cn1c2c(c(=O)[nH]c1=O)C(c1ccc(Cl)cc1)C1=C(N2)c2ccccc2C1=O (stereo not given)	-1.4	19.3	0.9	0.2
Cc1ccc(C)c(CN2CCc3nnc(CNC(=O)c4cc(C)oc4C)n3CC2)c1	9.3	8.1	4.8	-0.1
COc1ccc(C2=NC(C)(C)N(CC(=O)Nc3cc(OC)cc(OC)c3)C2=O)cc1	-0.1	-44.3	0.0	1.0

Screening results: PubChem BioAssay, The Scripps Research Institute Molecular Screening Center
